AddAB inh – growth inhibition of E. coli expressing H. pylori AddAB, primary screen, AddAB inhibitor project, absorbance. inhibition, % at 11.9 µM. actives 0.29% (n = 330,000). AID 435030, 2010; in the data active = inhibition above about 12%;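 also: 0% = vehicle wells of infected cells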
E coli growth – E. coli V3065 growth inhibition, primary screen, counter-screen for AddAB inhibitor project, absorbance, OD600. actives 0.27% (n = 330,000). AID 449728, 2010. inhibition, % at 11.9 µM. 18 h;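 active = inhibition above the campaign's mean inhibition across all tested compounds plus 3 SD, cut at about 9.9% in these data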;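 also: uninfected addAB+ strain grown without phage in ampicillin broth; 0% = DMSO wells and 100% = ciprofloxacin 0.95 µg/ml wells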
HTR5A inv ctr – HTR5A inverse agonists in luminescence cell assay, primary screen, counter-screen for OPRM1-OPRD1 heterodimer inverse agonist project, full-deck HTS. 5-hydroxytryptamine receptor 5A (Homo sapiens), P47898. HTR5A cell line, inverse agonism. inhibition, % at 9.3 µM. actives 0.083% (n = 340,000). AID 504634, 2011; in the data active = inhibition mostly above about 23%, no sharp cut-off; inactive = mostly below about 18%;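 also: 0% = cells with DMSO and 100% = no-cell wells with DMSO; some compounds called inactive have numbers as strong as hits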
Target sequence (P47898 whole entry, looked up): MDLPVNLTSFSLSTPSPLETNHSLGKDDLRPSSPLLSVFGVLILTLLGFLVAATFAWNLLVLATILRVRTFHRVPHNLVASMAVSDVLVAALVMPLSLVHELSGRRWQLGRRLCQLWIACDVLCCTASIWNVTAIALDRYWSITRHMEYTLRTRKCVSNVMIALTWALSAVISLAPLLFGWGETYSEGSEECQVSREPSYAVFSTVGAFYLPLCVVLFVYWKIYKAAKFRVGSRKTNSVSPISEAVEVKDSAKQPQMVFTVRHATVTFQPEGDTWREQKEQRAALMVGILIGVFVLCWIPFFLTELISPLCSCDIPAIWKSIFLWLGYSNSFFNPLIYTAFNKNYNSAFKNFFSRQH
CDK5 p35 inh – inhibitors of human CDK5/p35 kinase, primary screen, biochemical, single concentration | Cyclin-dependent kinase 5 (Homo sapiens) + Cyclin-dependent kinase 5 activator 1 (Homo … | Recombinant CDK5/p35, ADP-Glo luminescence, 60 min | inhibition, % at 10 µM | actives 0.01% (n = 330,000) | AID 488839, 2010;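 active = highest replicate inhibition of at least 50% and at least 75% of replicates reaching 50%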;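 also: plate controls were DMSO neutral control for no effect and GW8510 at 10 µM for full effect; many of its hits are not listed in these tables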
phage Ecoli inh – growth loss of phage-infected E. coli, primary screen, RecBCD inhibitor project, absorbance, with phage, HTS. inhibition, % at 11.9 µM. actives 0.26% (n = 360,000); in the data active = inhibition above about 11%
PKA-R1A activ – activators of PKA-R1A holoenzyme, primary screen, biochemical, fluorescence polarization, Cy5-IP20, bovine R1A, mouse PKAc | AID 504707, 2011 | actives 0.083% (n = 340,000) | activation, % at 11.4 µM | cAMP-dependent protein kinase type I-alpha regulatory subunit (Bos taurus) + … | PKA-R1A dissociation; scaled: DMSO 0%, 113 µM cGMP 100%;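 active = percent activation above the mean of all tested compounds plus 3 SD, cut at about 19% in these data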;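 also: higher means more PKAc released from R1A so a rise in polarization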
Tat transport – E. coli Tat export inhibitors, primary screen, MC4100, TorA-mCherry reporter, fluorescence, single point. inhibition, % at 10 µM. actives 0.036% (n = 340,000). AID 488895, 2010;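 active = mean replicate inhibition at least 50% and at least half of replicates individually reaching 50%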;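 also: exported cargo escapes ClpAP degradation while cytoplasmic cargo is degraded and loses fluorescence; 0% = median of neutral control wells and 100% = median of NaSCN control wells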
HTR5A ag ctr – HTR5A agonists in luminescence cell assay, primary screen, counter-screen for OPRM1-OPRD1 heterodimer agonist project, full-deck HTS; cell-based; activation, % at 9.3 µM; AID 504692, 2011; actives 0.61% (n = 340,000); in the data active = activation mostly above about 9.5%, no sharp cut-off; inactive = mostly below about 7.6%;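 also: 0% = cells with vehicle only and 100% = reference agonist; strong numbers were not always called active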
DAGLB inhibitor – DAGLB lipase inhibitors, primary screen, biochemical, fluorescence, HTS; Diacylglycerol lipase-beta (Homo sapiens), Q8NCG7; HEK293T DAGLB membrane lysate, EnzChek fluorogenic substrate; inhibition, % at 5.17 µM; actives 0.059% (n = 340,000); in the data active = inhibition above about 34%;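 also: 0% = enzyme with vehicle and 100% = wells lacking enzyme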
SUMO Mot1 rescue – yeast Mot1-301 growth rescue at high temperature, primary screen, SUMOylation pathway inhibitor project, S. cerevisiae, ATP luminescence, 38.5C; S. cerevisiae Mot1-301 growth rescue; percent above DMSO median, 100 means doubled; growth rescue, % at 18.8 µM; actives 1% (n = 320,000);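 active = every valid replicate shows activation above 250% relative to neutral control wells; inactive = the rest, any valid replicate at or below 250%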;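 also: OY570 slx delta 5 strain wells were the positive control but not used for scaling; some compounds called inactive have numbers as strong as hits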
PKA-R2B activ – activators of PKA-R2B holoenzyme, primary screen, biochemical, fluorescence polarization, Cy5-IP20, human; cAMP-dependent protein kinase catalytic subunit beta (Homo sapiens) + cAMP-dependent …; PKA-R2B holoenzyme dissociation; R2B truncated from residue 108, S112A mutant; 0% DMSO only, 100% 113 µM cGMP; activation, % at 11.4 µM; actives 0.079% (n = 340,000); AID 504700, 2011;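 active = activation above a cutoff set at the mean over all compounds plus 3 SD, cut at about 18% in these data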;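 also: higher means more holoenzyme dissociation and a rise in polarization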
Target sequence (P31323 whole entry, looked up, other chains not shown, the tested form may be a part): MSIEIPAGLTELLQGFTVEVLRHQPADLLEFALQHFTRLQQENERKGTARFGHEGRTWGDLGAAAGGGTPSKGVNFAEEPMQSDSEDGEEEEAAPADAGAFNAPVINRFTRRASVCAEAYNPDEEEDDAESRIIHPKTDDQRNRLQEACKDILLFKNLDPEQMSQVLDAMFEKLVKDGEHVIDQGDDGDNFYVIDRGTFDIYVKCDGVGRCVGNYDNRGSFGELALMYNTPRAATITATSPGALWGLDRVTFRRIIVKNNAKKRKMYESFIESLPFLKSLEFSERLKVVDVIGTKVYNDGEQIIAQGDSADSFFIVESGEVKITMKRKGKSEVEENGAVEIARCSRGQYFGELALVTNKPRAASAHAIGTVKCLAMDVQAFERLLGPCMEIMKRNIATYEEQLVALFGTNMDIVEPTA
The depositor's hits bear a star; nt = not tested or not shown.

cpd | compound | E coli growth | PKA-R1A activ | SUMO Mot1 rescue | PKA-R2B activ | HTR5A ag ctr | DAGLB inhibitor | Tat transport | HTR5A inv ctr | phage Ecoli inh | CDK5 p35 inh | AddAB inh
1 | Cc1cc(C)n(CC(=O)NC2C(=O)N3C(C(=O)O)=C(CSc4nnc(C)s4)CSC23)n1 (stereo not given) | 1.0 | -3.9 | -13.9 | 2.3 | -2.5 | 2.6 | 21.6 | 6.9 | 5.4 | -6.1 | 2.0
2 | CC(C)Oc1ccc2ccccc2c1CNC[C@H]1O[C@@H](n2cnc(C(N)=O)n2)[C@H](O)[C@@H]1O | nt | -9.6 | nt | -5.6 | -1.2 | -2.9 | 0.3 | 4.3 | 0.7 | 0.8 | nt
3 | O=C(O)c1ccc(-n2cc(-c3cc4ccccc4oc3=O)[nH]c2=S)cc1 | nt | -3.2 | nt | 0.4 | 6.9 | 1.0 | -16.4 | -19.1 | 1.3 | 5.7 | nt
4 | Cc1oc(C(C)(C)C)cc1C(=O)Nc1cccc(/C=C\C(=O)O)c1 | -0.7 | -9.4 | 5.7 | -11.0 | -2.4 | 2.0 | -5.9 | 7.5 | 5.9 | 1.1 | 0.0
5 | CC(C)n1cnnc1SCC(=O)Nc1cccnc1Cl | -0.9 | -0.2 | 3.0 | -1.7 | 7.3 | -1.3 | 4.7 | -20.3 | 1.6 | -0.3 | -1.3
6 | CCOC(=O)/C(C(N)=NC)=C(\O)c1ccccc1 | -1.1 | -0.6 | 33.6 | 5.6 | -4.2 | -2.8 | 1.8 | -28.2 | -0.6 | -1.5 | 2.0
7 | COc1cccc2cc(C(C)N(CCCN3CCOCC3)C(=S)Nc3ccc(C)c(C)c3)oc12 (stereo not given) | 1.2 | -10.7 | 85.5 | 0.2 | 4.3 | -2.9 | -1.0 | -12.2 | -1.5 | 0.5 | 0.5
8 | CC(C)(C)n1cnc2cc(NCc3ccccc3O)ccc21 | -1.0 | 1.3 | 0.6 | 5.3 | 0.1 | 2.0 | -1.8 | -0.3 | 2.3 | 0.3 | -3.2
9 | COc1ccc(OC)c(-c2cc(C(=O)Nc3c(C)nn(Cc4ccccc4)c3C)no2)c1 | -0.4 | -12.1 | -1.2 | 0.6 | 9.8 | 2.3 | 7.7 | -3.4 | 1.9 | -1.4 | 2.1
10 | O=C(NCC1CCCCC1)c1cc([N+](=O)[O-])ccc1Cl | 1.4 | -4.5 | 95.4 | 0.6 | 1.2 | -0.9 | -3.2 | 1.1 | 1.8 | -2.5 | 2.9
11 | O=C(CSc1nnc2c(n1)[nH]c1ccccc12)Nc1ccc(S(=O)(=O)Nc2ncccn2)cc1 | nt | 6.8 | nt | 2.2 | 6.2 | 2.8 | -4.3 | -17.2 | 3.2 | 0.3 | nt
12 | C/C(CC(=O)N1CCN(C=O)CC1)=N\NC(=O)c1ccc(Br)cc1 | -0.1 | -7.6 | 13.9 | -0.5 | 1.6 | -3.7 | 0.2 | -4.3 | 2.3 | -0.5 | 4.7
13 | O=C(COC(=O)c1cccc([N+](=O)[O-])c1)NCc1ccc2c(c1)OCO2 | 0.4 | -2.1 | 3.1 | 0.3 | -2.3 | 3.0 | 0.0 | 6.2 | 5.1 | -0.3 | 5.0
14 | COc1ccc(OC)c(C2=NOC(C(=O)Nc3cc(C)nn3-c3ccccc3)C2)c1 (stereo not given) | 1.4 | 3.2 | 233.6 | 1.2 | 11.6 | -1.7 | -3.7 | -35.3 | 3.5 | -0.9 | -1.4
15 | CCCCC1(C)NC(=O)N(CC(=O)Nc2ccc(Cl)cc2C)C1=O (stereo not given) | 0.0 | -8.2 | 12.7 | -14.4 | 3.2 | -2.7 | -2.3 | -13.1 | 1.8 | 1.0 | 1.3
16 | Cc1cc(Cl)ccc1NC(=O)CN1C(=O)NC2(CCCC2)C1=O | -0.1 | 2.4 | 5.5 | 1.4 | 6.7 | 0.6 | 3.0 | -19.0 | 1.0 | -0.5 | 2.3
17 | O=C1Nc2ccccc2N=C(c2ccccc2)C1N1CCOCC1 (stereo not given) | 1.5 | -12.6 | -15.9 | -3.4 | -1.1 | 1.7 | 3.0 | 2.8 | 2.5 | 1.6 | 2.6
18 | O=C(Nc1ccc2c(c1)OCO2)C(c1ccccc1)N1CCCCC1 (stereo not given) | 1.0 | -5.1 | -11.4 | -13.0 | 0.8 | 0.9 | -2.2 | -2.2 | 1.4 | -0.7 | 0.9
19 | CCN=C1S/C(=C\c2ccc(-c3cccc(C(=O)O)c3)o2)C(=O)N1CC | -1.1 | 1.2 | -9.4 | -4.4 | 2.9 | -1.9 | -3.0 | -29.5 | nt | 1.2 | -1.0
20 | CCc1ccc2[nH]c(=O)c(CN(CCN(CC)CC)C(=O)NC3CCCCC3)cc2c1 | 1.5 | 10.3 | 11.9 | 0.8 | -0.8 | 1.5 | 0.8 | 15.7 | 1.3 | -0.1 | -0.2

cpd | compound | E coli growth | PKA-R1A activ | SUMO Mot1 rescue | PKA-R2B activ | HTR5A ag ctr | DAGLB inhibitor | Tat transport | HTR5A inv ctr | phage Ecoli inh | CDK5 p35 inh | AddAB inh
21 | Cc1cc(NC(=O)NN2CCOCC2)nn1-c1c(Cl)cccc1Cl | -1.3 | -5.3 | 8.3 | -3.3 | 1.3 | -0.8 | 4.2 | -17.1 | -3.2 | -2.0 | -0.1
22 | Cc1cccc(C)c1NC(=O)C(c1ccccc1)N1CCOCC1 (stereo not given) | -0.4 | -6.8 | 10.8 | -3.3 | 4.2 | -0.6 | 0.9 | -1.1 | 2.2 | -0.7 | 1.0
23 | COCCNC(=S)N(CCc1c(C)[nH]c2ccccc12)Cc1ccco1 | 0.2 | 7.2 | 1.5 | -3.6 | 0.6 | -2.0 | 1.9 | 1.8 | 2.2 | -0.8 | 3.0
24 | CCCc1cc(=O)[nH]c(SCC(=O)c2cc(C)n(-c3c(C)n(C)n(-c4ccccc4)c3=O)c2C)n1 | -1.3 | -8.8 | -9.4 | -4.9 | -3.1 | -0.9 | -16.2 | 8.5 | 1.2 | 0.3 | -0.3
25 | O=c1c(Cc2c(F)cccc2Cl)c(O)ccn1Cc1ccc2c(c1)OCO2 | 0.8 | 6.4 | 8.5 | -9.1 | 2.5 | -2.6 | 1.7 | -21.8 | 0.1 | 0.4 | 0.0
26 | CCOC(=O)Cc1csc(NC(=O)COc2c(C)cccc2C)n1 | -0.2 | -8.7 | -0.7 | 0.7 | 1.8 | -5.2 | -8.2 | 15.2 | 5.5 | -0.4 | 4.1
27 | COc1ccc(C2=NN(C(C#N)c3ccc(OC)c(OC)c3)C(c3ccccc3)C2)cc1 (stereo not given) | -1.5 | 6.1 | 1.5 | -7.8 | 1.6 | -13.8 | -2.7 | -16.7 | 0.8 | 1.8 | 1.1
28 | O=C(c1ccccc1)c1ccc(-c2ccc(O)cc2)cc1 | nt | -10.7 | -2.6 | -8.2 | 2.4 | -4.8 | -1.7 | -8.7 | 4.6 | 3.8 | nt
29 | CN(Cc1ccc(Br)s1)C(=O)CNC(=O)c1ccc2c(c1)OCO2 | -3.9 | 6.0 | 1.4 | -7.8 | -4.0 | 0.7 | -3.5 | 3.4 | 6.9 | 1.1 | 0.4
30 | Cc1cc(NC(=O)c2ccc([N+](=O)[O-])o2)ccc1NC(=O)c1ccco1 | nt | -2.3 | nt | -6.0 | 1.4 | 1.2 | -10.3 | -3.7 | 7.9 | -1.3 | nt
31 | COCCn1c(SCC(=O)N2CCCc3ccccc32)nnc1-c1ccoc1C | -1.6 | -1.0 | -12.5 | 5.7 | 2.1 | -0.1 | -4.0 | -7.4 | 1.4 | -0.2 | -1.8
32 | CCOc1cccc2cc(C(=O)N3CCc4ccccc4C3)c(=O)oc12 | -0.9 | 4.5 | -0.4 | -1.3 | 3.2 | 1.9 | -5.2 | -15.2 | 2.7 | -2.1 | -0.8
33 | O=C1OCCN1C(=O)[C@H]1[C@H](c2ccccc2)C(c2ccc(F)cc2)=NN1c1ccc(Br)cc1 | 0.4 | -5.2 | nt | -7.9 | 1.3 | -2.0 | -17.0 | -4.7 | -0.9 | 4.5 | 3.0
34 | NS(=O)(=O)c1ccc(NC(=O)COc2ccc(S(=O)(=O)N3CCCC3)cc2)cc1 | -1.8 | 2.5 | 342.5* | 0.2 | 5.2 | 0.5 | 7.7 | 6.1 | -0.3 | 1.1 | 2.1
35 | CCOC(=O)c1ccc(CN(Cc2ccc(C)cc2)S(=O)(=O)c2cccc([N+](=O)[O-])c2)cc1 | 1.1 | 8.0 | 29.3 | 2.4 | 5.5 | 0.3 | -8.3 | 0.8 | 4.6 | 1.7 | 4.2
36 | C=CCN1CCN(C(c2cccc(OC)c2OC)c2nnnn2CCC(C)C)CC1 (stereo not given) | 1.2 | -2.8 | -8.9 | -3.2 | 5.8 | -1.6 | 1.1 | -15.9 | 1.2 | -4.4 | -0.3
37 | CCn1c(COc2cccc3ccccc23)nnc1SCC(=O)OC1CCCCC1 | -1.4 | -0.7 | 12.6 | -5.4 | -3.5 | -4.0 | 6.9 | -17.7 | 2.5 | -2.0 | -1.4
38 | CN(CC(=O)Nc1ccncc1)S(=O)(=O)c1ccccc1 | -0.5 | -8.3 | 545.5 | 7.9 | -0.6 | -0.9 | -1.2 | 17.2 | -1.6 | 0.5 | 1.9
39 | COCCN(C(=O)COC(=O)/C=C/c1ccc(C(F)(F)F)cc1)c1c(N)n(Cc2ccccc2)c(=O)[nH]c1=O | 2.2 | 1.7 | 57.7 | 6.6 | 11.1 | 1.6 | 12.8 | 3.6 | 1.5 | -1.1 | 3.1
40 | COc1ccc(C/C(N)=N/n2cnnc2)cc1 | -1.6 | -2.0 | 112.3 | 8.4 | 3.8 | -2.1 | 0.0 | -8.9 | 3.1 | -0.1 | 1.0
41 | Cc1cccc(OCC(=O)N2CCN(C(=O)c3ccc([N+](=O)[O-])cc3)CC2)c1 | -1.2 | 1.1 | -6.4 | -7.0 | -2.3 | -0.2 | 0.1 | -23.7 | 4.9 | 0.4 | 3.0
42 | COC(=O)c1cn(-c2ccccc2)nc1-c1ccccc1 | -0.9 | -5.0 | 2.9 | -7.5 | 7.9 | -6.8 | 2.4 | -18.8 | 4.3 | 1.5 | 4.6
43 | CC1(C)CC(NC(=O)c2ccc3c(c2)OCO3)CC(C)(C)N1 | 1.0 | -11.2 | 8.7 | -8.7 | 3.6 | -3.0 | -0.3 | -13.0 | 3.0 | 0.9 | 3.2

Source: PubChem BioAssay (several laboratories)
